M5 ag – CHRM5 agonism in calcium assay; activation, % at 3 µM; 360,000 tested, 0.19% active; AID 624037; P08912; CHO-K1 hM5 cells, Fluo-8 calcium fluorescence; 0% DMSO wells, 100% maximal acetylcholine response;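 active = activation above the run's mean over test compounds plus 3 SD, cut at about 23% in these data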;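 note: signal is peak over basal fluorescence ratio across the kinetic read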
CHRM4 PAM – CHRM4 positive allosteric modulation; P08173; CHO-K1 hM4/Gqi5, Fluo-8 calcium fluorescence, ACh EC20; 0% = ACh EC20, 100% = maximal ACh; activation, % at 3 µM; 360,000 tested, 0.4% active; AID 624126;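 active = activation above its plate's cutoff, the mean activation of sample wells plus 3 SD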; note: some results filed as inactive read as strong as hits
Target sequence (P08173 whole entry, looked up): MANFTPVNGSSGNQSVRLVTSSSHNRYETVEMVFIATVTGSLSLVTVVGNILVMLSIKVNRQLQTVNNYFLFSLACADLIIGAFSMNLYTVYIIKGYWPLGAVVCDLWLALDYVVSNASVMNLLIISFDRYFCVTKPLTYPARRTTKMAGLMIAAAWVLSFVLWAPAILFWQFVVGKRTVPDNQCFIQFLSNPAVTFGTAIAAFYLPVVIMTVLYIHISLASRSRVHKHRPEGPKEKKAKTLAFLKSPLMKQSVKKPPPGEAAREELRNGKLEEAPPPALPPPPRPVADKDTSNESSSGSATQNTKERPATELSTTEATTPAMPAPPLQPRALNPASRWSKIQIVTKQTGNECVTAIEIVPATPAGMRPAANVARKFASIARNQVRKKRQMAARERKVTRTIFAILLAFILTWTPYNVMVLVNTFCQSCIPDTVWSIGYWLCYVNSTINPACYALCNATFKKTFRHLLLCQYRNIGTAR
CRFR2-BP ag – agonists of human CRF-binding protein/CRF-R2 receptor complex; HEK293 CRF-R2/CRF-BP, calcium dye fluorescence (FLIPR); percent of saturating CRF peptide response; AID 588473; 350,000 tested, 0.46% active; activation, % at 13.2 µM;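 active = activation of at least 50%, plus an integration ratio under a set limit after plate pattern correction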;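 note: plate controls were neutral control wells without compound for no effect and CRF at EC100 for full effect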
M1 antag – antagonists of human M1 muscarinic receptor; P11229; CHO-K1 hM1, Fluo-8 calcium fluorescence, ACh EC80 antagonist; inhibition, % at 3 µM; 360,000 tested, 1.3% active;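 active = percent inhibition above its own plate's cutoff, namely the mean of that plate's compound wells plus 3 SD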;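 note: peak over basal fluorescence ratio during 140 s after agonist addition; 0% = ACh EC80 plus DMSO and 100% = DMSO alone without agonist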
Target sequence (P11229 whole entry, looked up): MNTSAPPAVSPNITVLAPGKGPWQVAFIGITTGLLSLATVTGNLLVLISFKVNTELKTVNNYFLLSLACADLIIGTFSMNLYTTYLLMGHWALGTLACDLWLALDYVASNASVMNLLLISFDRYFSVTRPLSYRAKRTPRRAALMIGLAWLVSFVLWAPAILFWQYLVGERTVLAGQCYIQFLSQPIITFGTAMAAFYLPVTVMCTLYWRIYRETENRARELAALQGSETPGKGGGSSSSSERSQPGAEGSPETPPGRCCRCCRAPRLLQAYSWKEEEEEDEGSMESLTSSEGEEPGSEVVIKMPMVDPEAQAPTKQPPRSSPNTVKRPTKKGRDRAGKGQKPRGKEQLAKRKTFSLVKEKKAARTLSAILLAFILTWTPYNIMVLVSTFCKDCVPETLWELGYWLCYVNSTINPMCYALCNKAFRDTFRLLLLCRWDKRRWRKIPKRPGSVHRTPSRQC
CHRM4 antagonist – CHRM4 antagonism in calcium assay; P08173; 360,000 tested, 0.73% active; CHO-hM4 cells, ACh EC80, Fluo-8 calcium fluorescence; inhibition, % at 3 µM; AID 624125;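 active = inhibition above its plate's cutoff, the mean inhibition of sample wells plus 3 SD, cut at about 27% in these data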;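 note: 0% = acetylcholine EC80 with DMSO and 100% = DMSO without agonist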
M5 PAM – CHRM5 positive allosteric modulation | P08912 | CHO-K1 hM5, Fluo-8 calcium, ACh EC20 PAM; 0% = ACh EC20, 100% = ACh EC100 | activation, % at 3 µM | 360,000 tested, 0.3% active | AID 624038;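 active = activation above the run cutoff, the mean activation of all test compounds plus 3 SD, cut at about 18% in these data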
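System: CHO-K1 cell line with stable human muscarinic M5 receptor expression | Also added: EC20 acetylcholine as agonist stimulus | Compound: One concentration, 3 µM final (nominal) | Timing: Fluo-8 loading 80 min at 37 °C plus 30 min room temperature | Measured by: Fluo-8 calcium dye fluorescence, kinetic read | Read-out basis: % activation, ACh-normalized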
M5 antag – CHRM5 antagonism in calcium assay; P08912; 360,000 tested, 0.59% active; AID 624040; CHO-hM5 cells, Fluo-8 calcium fluorescence, ACh EC80; inhibition, % at 3 µM;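 active = inhibition above a per-plate cutoff, the mean of that plate's test compounds plus 3 SD, cut at about 27% in these data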;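 note: 0% = acetylcholine EC80 with DMSO and 100% = DMSO without agonist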
CHRM1 PAM – human CHRM1 positive allosteric modulation; P11229; CHO-K1 hM1, Fluo-8 calcium fluorescence, ACh EC20; 0% = ACh EC20, 100% = maximal ACh; activation, % at 3 µM; 360,000 tested, 0.088% active; AID 588819; in the data active = activation above about 19%, passing the limit was not always enough
CHRM4 agonist – CHRM4 agonism in calcium assay; P08173; CHO-K1 hM4/Gqi5, Fluo-8 calcium fluorescence; vehicle 0%, full acetylcholine response 100%; activation, % at 3 µM; 360,000 tested, 0.14% active; AID 624127;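 active = activation above the run mean over all test wells plus 3 SD, cut at about 32% in these data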;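 note: peak over basal fluorescence ratio per well then scaled between controls; 0% = DMSO wells and 100% = acetylcholine at EC100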
* marks the source's active call; other numbers are inactive results; / = not tested or not shown. Hits appear at their usual frequency; 2.8% or so of the library scored in one or more.

molecule	M5 ag	CHRM4 PAM	CRFR2-BP ag	M1 antag	CHRM4 antagonist	M5 PAM	M5 antag	CHRM1 PAM	CHRM4 agonist
CCCC(CCC)=NNC(=O)c1ccccc1F	1.4	-6.1	0.3	16.0	13.2	-18.8	25.5	-8.6	13.9
O=C(CSc1cc(Cl)ccc1Cl)NCCCn1ccnc1	-7.7	-6.2	0.0	-4.9	1.3	1.6	0.1	0.2	0.9
CC(C)(C)NC(=O)NC(=O)COC(=O)C1CC(=O)N(Cc2ccccc2)C1 (centres undefined)	1.1	-0.5	-1.1	2.0	-7.4	2.9	9.9	0.9	2.1
CC(C)(C)Cc1nnc(NC(=O)c2ccc([N+](=O)[O-])cc2)s1	0.1	1.9	1.1	-6.4	10.5	-3.7	5.1	7.3	0.8
C[C@@H](C(=O)NCCc1ccc(F)cc1)N1C(=O)N2CCc3c([nH]c4ccccc34)[C@@]2(C)C1=O	2.3	3.9	0.3	-14.8	-3.4	-2.5	3.8	9.1	4.1
Cn1c(N)c(C(=O)COC(=O)COc2ccc(Br)cc2)c(=O)n(C)c1=O	2.9	4.4	-1.6	0.7	-0.5	-3.3	-1.4	7.6	7.4
CC(C)C[C@H]1CN(CCCC[C@H]2CNC(=O)C(=O)N2CCc2ccc(O)cc2)C(=O)C(=O)N1CCc1ccccc1	-4.3	5.1	/	/	3.6	2.0	1.2	/	-0.5
Nc1ccn(C2CCCO2)c(=O)n1 (centres undefined)	-1.4	-2.2	-0.8	-14.8	6.6	-8.8	11.1	8.0	0.1
O=c1cc(O)nc(SCc2ccccc2)[nH]1	-1.6	-3.2	-2.0	-3.9	6.8	-0.7	2.5	7.1	0.1
COc1ccccc1-c1c(C)[nH]n2c(=O)c(Cc3ccccc3)c(C)nc12	4.0	-3.9	0.2	0.7	-3.5	-3.3	4.4	4.1	2.3
O=C(c1ccc2c(c1)OCO2)N1CCC2(CC1)Oc1ccc(Cl)cc1C(=O)C21CC(c2cccnc2)=NO1 (centres undefined)	8.3	9.4	3.9	8.3	1.6	-1.5	3.4	1.4	5.2
O=C(O)CN1C(=O)/C(=C\c2cccc(OCc3ccccc3F)c2)SC1=S	-0.6	-3.2	0.2	-14.9	0.3	0.6	4.6	4.6	0.8
Cc1cccc(C)c1NC(=O)CCS(=O)(=O)c1cccc2nsnc12	-2.3	4.8	-1.6	-1.4	-18.4	2.2	-6.0	4.9	0.8
O=C(CN1C(=O)/C(=C/c2ccccc2)SC1=S)N1CCN(CCc2ccccn2)CC1	-0.5	-13.9	0.6	6.4	-6.8	-0.2	1.2	-10.9	15.6
CN1/C(=C/C(=O)c2nc(S(C)(=O)=O)ncc2Cl)C(C)(C)c2ccccc21	1.5	-13.3	-2.6	-3.5	14.8	0.9	7.1	1.0	1.3
O=C(CCN1CCN(C(c2ccccc2)c2ccccc2)CC1)N/N=C/c1ccc(O)cc1	-6.7	-16.9	-0.9	36.9*	-10.6	-18.2	6.9	-26.9	1.6
CCCCc1c(-c2ccccc2OC)ncn1CCc1ccccc1OC	4.0	-13.0	/	/	17.7	-23.5	15.3	/	16.4
COc1ccccc1C(=O)NC(=O)COC(=O)c1ncc(Cl)c(Cl)c1Cl	3.0	8.9	1.4	-23.4	-18.3	-7.4	7.8	8.0	0.7
CCCCCN(C(=O)CCC(=O)OCc1cc(C)ccc1C)c1c(N)n(CCCC)c(=O)[nH]c1=O	-0.7	14.4	1.9	-19.7	-4.8	3.4	-0.6	15.5	1.6
CCOc1cc(-c2noc(CCC(=O)NC3CCCCC3)n2)ccc1OC	-1.5	4.1	-1.5	-21.4	-27.2	2.9	-11.0	22.7	2.1
Cc1c(C(=O)N(C)C(C)c2ccccn2)oc2c(F)cccc12 (centres undefined)	-4.1	5.3	-2.3	-8.7	-2.8	-0.1	7.8	5.4	3.3
Cc1cccc(C)c1NC(=O)C(c1ccccc1)N1CCOCC1 (centres undefined)	-0.4	-0.2	0.0	-9.6	-1.0	-1.7	-0.4	10.2	0.1
Cc1nnc(SCC(=O)Nc2ccc([N+](=O)[O-])cc2)n1CC1CCCO1 (centres undefined)	1.2	10.2	-2.2	-3.5	-7.2	1.2	-2.6	3.0	1.4
Cc1cccc(NC2=CC(=O)OC(C)C2)c1 (centres undefined)	0.2	3.3	0.6	-10.7	1.5	1.1	3.5	5.1	0.8
COC(=O)c1cc(NC(=O)c2ccc(F)cc2)cc(C(=O)OC)c1	3.4	-6.0	-0.3	2.3	10.7	-7.6	12.7	0.6	0.2
O=C(NCc1ccccc1F)C1CCCN1C(=O)Nc1ccc(Cl)cc1 (centres undefined)	-2.7	0.4	0.5	-5.3	3.0	-4.4	15.8	3.6	0.6
Cc1ccc(S(=O)(=O)Nc2nc3ccccc3nc2NCc2ccco2)cc1C	4.3	0.5	-0.8	-0.9	3.8	-10.2	9.9	3.8	6.5
CC(=O)c1ccc(NC(=O)C(=O)c2cn(CC(=O)N3CCCCC3)c3ccccc23)cc1	0.5	-6.4	0.8	-3.4	4.6	0.8	-4.4	6.5	0.7
Cc1ccc(S(=O)(=O)N2CCC(C(=O)C3C(=O)CCCC3=O)CC2)cc1	-1.4	4.0	-0.1	3.3	5.9	-3.2	8.7	-6.0	-0.3
Cc1cc(C)cc(NC(=O)Cn2nnc(C(=O)NCc3ccc4c(c3)OCO4)c2N)c1	-4.6	8.0	0.8	-14.8	-3.9	-2.3	-5.8	8.2	1.4
Cc1ccc([N+](=O)[O-])cc1S(=O)(=O)N1CCCN(C)CC1	-4.8	-3.6	-0.6	-23.0	-4.9	-0.7	3.3	15.9	1.1
C=CCn1c(SCc2n[nH]c(=S)n2-c2ccccc2)nnc1-c1ccccc1	-2.4	8.7	-0.7	-10.6	-13.5	4.3	11.4	0.1	0.0
CC(Sc1ccc(S(=O)(=O)N2CCN(C)CC2)cn1)C(=O)NC1(C#N)CCCCC1 (centres undefined)	1.4	-1.4	-0.8	-10.4	7.9	3.4	0.1	8.3	-0.4
CC(=O)Nc1ccc2c(c1)OCO2	0.0	-3.1	0.5	-1.7	3.3	-1.7	2.0	1.0	1.1
COc1ccc(N2CCN(C(=O)CCc3nnc4ccc(N5CCC(C)CC5)nn34)CC2)cc1	-4.3	-2.7	-0.5	-25.9	1.6	6.0	-9.2	11.3	2.6
CCC(CC)c1nnc(NC(=O)C2=NNC(=O)CC2)s1	0.5	2.9	1.2	-15.1	-10.7	1.4	6.3	5.0	2.3
c1ccc2[nH]c(C3CC3)nc2c1	-5.1	-3.3	2.7	1.3	6.9	-7.9	1.3	9.2	0.6
Clc1cccc(Nc2nc(-c3cccnc3)cs2)c1	-17.3	-6.9	-4.8	-3.2	-11.4	-0.7	7.3	-0.4	1.1
CCOC(=O)c1[nH]c(C)c(C(=O)N2CCc3ccccc32)c1C	-4.5	4.5	-3.0	-10.7	9.8	3.8	-6.3	8.6	1.5
CCOc1ccccc1C(=O)Nc1nncs1	0.3	0.6	0.8	-8.3	1.8	-3.7	15.5	-0.6	1.1
CCC(=O)Nc1ccc(NCc2cccs2)cc1	1.5	0.4	0.4	-15.9	-1.7	1.8	0.0	10.0	0.5
O=c1c2ccccc2nc2n1C(CSc1ccc(Cl)cc1)CN2 (centres undefined)	-3.7	3.4	-1.0	0.9	8.2	-1.1	-15.2	-0.5	0.5
O=C(O)c1ccc(N/N=C/c2cc3ccccc3nc2Cl)cc1	1.7	4.7	1.7	-13.2	1.4	4.3	4.9	7.6	0.6
COc1cccc(CN(C)CCCn2cnc3c(SC)ncnc32)c1	-1.8	4.9	-1.1	-14.5	-6.3	4.8	-2.2	8.7	0.2
CCc1ccc(CNC(=O)CCn2ccc3cc(S(=O)(=O)N4CCCC4)ccc32)cc1	-1.6	-9.3	1.1	3.2	-1.6	-2.7	7.8	-1.2	1.0
CCc1nn(C(C)C(=O)NCCN2CCN(c3cccc(C)c3C)CC2)c(=O)c2cc3occc3n12 (centres undefined)	0.7	-6.7	-2.0	-12.8	-14.6	-7.7	0.6	5.9	8.9
COc1cccc(/C=N/NC(=S)Nc2cccnc2)c1	0.0	7.4	0.0	3.3	-2.6	-1.1	1.9	-3.9	1.4
Cc1ccc(S(=O)(=O)N2[C@@H](c3ccc(F)cc3)C(C(=O)O)=CC[C@H]2c2cccs2)cc1	-0.9	1.9	-1.6	-2.0	5.5	-2.1	17.3	6.3	0.6
O=C(N/N=C/C1CC2C=CC1C2)c1ccccc1O (centres undefined)	2.2	-0.5	0.1	-17.7	-0.3	3.3	-7.7	16.3	0.9
CN(C)c1oc(-c2ccc(OCc3ccccc3)cc2)nc1C#N	0.2	-12.6	-2.7	2.3	18.9	-10.5	1.4	-4.2	2.6

Full records, looked up by structure. Order of screens: M5 ag | CHRM4 PAM | CRFR2-BP ag | M1 antag | CHRM4 antagonist | M5 PAM | M5 antag | CHRM1 PAM | CHRM4 agonist
Listed for `CCC(=O)Nc1ccc(NCc2cccs2)cc1` = 1.5 | 0.4 | 0.4 | -15.9 | -1.7 | 1.8 | 0.0 | 10.0 | 0.5
Listed for `COc1cccc(/C=N/NC(=S)Nc2cccnc2)c1` = 0.0 | 7.4 | 0.0 | 3.3 | -2.6 | -1.1 | 1.9 | -3.9 | 1.4
Listed for `CCc1nn(C(C)C(=O)NCCN2CCN(c3cccc(C)c3C)CC2)c(=O)c2cc3occc3n12` (centres undefined) = 0.7 | -6.7 | -2.0 | -12.8 | -14.6 | -7.7 | 0.6 | 5.9 | 8.9

(next part)
molecule	M5 ag	CHRM4 PAM	CRFR2-BP ag	M1 antag	CHRM4 antagonist	M5 PAM	M5 antag	CHRM1 PAM	CHRM4 agonist
CCN(CC)CCC(c1ccc2c(c1)OCO2)c1c(OC)cc(OC)c2c(-c3ccccc3)cc(=O)oc12 (centres undefined)	-7.9	5.7	8.5	-10.7	1.7	-0.3	7.5	11.7	10.7
O=C(CS(=O)c1cccc(C(F)(F)F)c1)Nc1ccccc1Cl (centres undefined)	-0.1	-5.9	-1.1	-2.6	13.5	-2.2	3.4	-0.7	0.0
COc1ccc(C(=O)N/C(N)=N/c2nc3ccccc3o2)cc1	-3.8	-5.5	-1.2	10.9	-0.6	-4.4	3.3	-4.5	0.0
O=C(Nc1ccc2c(c1)OCCO2)C(C1CC1)n1c(=O)c(-c2ccco2)nc2ccccc21 (centres undefined)	0.2	-4.1	/	/	16.9	3.0	5.2	/	1.7
CC(=O)n1nc(-c2ccccc2)nc1NCc1ccc(F)cc1	-7.0	4.4	3.6	0.1	0.5	-11.0	-7.4	5.3	-0.1
Oc1ccc(C(=Nc2ccccc2)c2ccccc2)c(O)c1	-4.7	10.4	-2.1	-3.7	2.0	10.8	9.4	7.1	2.6
N#CC1=C(S)N(c2ccccc2)C(c2cccs2)NC1=O (centres undefined)	2.9	6.8	0.0	-14.6	-0.9	1.5	-0.8	4.5	-0.1
CCc1cc2c(=O)c(-c3nc4ccccc4[nH]3)coc2c(CN2CCCCC2C)c1O (centres undefined)	1.4	-1.7	-1.6	5.5	-7.7	2.0	11.4	-2.7	7.4
CCN(CC)S(=O)(=O)c1ccc2nc(CCl)[nH]c2c1	0.4	4.9	2.7	-8.1	-2.3	5.9	1.7	7.0	0.2
